HADH2 inhib = blocks human hydroxyacyl-CoA dehydrogenase type II; actives 3.4% (n = 73,000); recombinant HADH2, NADH fluorescence, beta-hydroxybutyryl-CoA; Q99714; AID 886; Potency, µM (doses to about 57.1 µM), inactives show at the highest dose activity change, negative = inhibition, actives largely listed as inhibitors; further: potency means the concentration at half of the fitted maximal effect; on the % scale 0 is the no-effect control and ±100 the full control effect; nearly all actives have a fitted effect of over 60% in size; many of its hits are not listed in these tables
Target sequence (Q99714 whole entry, looked up, one chain of several): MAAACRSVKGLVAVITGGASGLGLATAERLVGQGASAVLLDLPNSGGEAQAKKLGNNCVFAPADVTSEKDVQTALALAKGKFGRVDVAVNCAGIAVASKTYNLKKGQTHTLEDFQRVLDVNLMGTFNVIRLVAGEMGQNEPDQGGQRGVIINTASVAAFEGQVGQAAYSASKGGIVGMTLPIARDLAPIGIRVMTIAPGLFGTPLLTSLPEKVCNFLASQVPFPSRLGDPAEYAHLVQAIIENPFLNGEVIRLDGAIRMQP
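E. coli-expressed His-tagged HADH2 tested at 20 nM in alkaline Tris buffer (pH 9.0); oxidation of 90 uM beta-hydroxybutyryl-CoA with 1 mM NAD+ tracked fluorimetrically for 4 min.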
Pol III holo inh = DNA polymerase III holoenzyme inhibition; reconstituted DNA polymerase III holoenzyme replication, biochemical; Potency, µM (series often up to 57.1 µM), for the others: top-dose activity change, negative = inhibition; actives 0.25% (n = 71,000); AID 603; further: potency means the concentration at half of the fitted maximal effect; on the % scale 0 is the no-effect control and ±100 the full control effect
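Reconstituted *E. coli* holoenzyme (0.35 nM Pol III, 1 nM beta, 154 nM SSB, 2 nM primase) was preincubated with compound for 15 min at RT. Synthesis on 1.4 nM ssM13Gori ran 35 min, then was stopped with PicoGreen/EDTA and read as dsDNA fluorescence.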
CRE Fsk mod = alters forskolin-stimulated CRE reporter signaling in CHO cells; Potency, µM (titrated, usually from 38.2 µM), inactives show top-dose activity change, negative = inhibition, usual class: activators; AID 662; actives 2.5% (n = 71,000); CHO CRE-bla reporter (cAMP response element driving beta-lactamase), forskolin EC10, beta-lactamase ratio; active means well fitted activation curve with a large enough effect in the signal ratio, with a control signal flat, not every such curve was filed as active; inconclusive means small, poorly fitted or top-dose-only effect, or effect the other way, or a change in a side signal; the % refers to the signal ratio; further: potency means the concentration at half of the fitted maximal effect; % of control where 0% means no effect
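CRE-bla CHO reporter cells treated with compound titration plus EC10 NKH 477 (water-soluble forskolin), incubated 3 h at 37 °C; CCF4 loading 2 h at room temperature, 460/530 nm emission ratio read, AC50 values derived for positive or negative modulators.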
ERK AVP inh = inhibitors of vasopressin-stimulated ERK signaling pathway. Potency, µM (titrated, usually from 57.5 µM), without a hit: at the top dose activity, negative = inhibition, most hits filed as inhibitors. actives 0.99% (n = 72,000). HEK293-V1b, vasopressin-stimulated pERK AlphaScreen; further: potency means the concentration at half of the fitted maximal effect; on the % scale 0 is the no-effect control and ±100 the full control effect; nearly all actives have a fitted effect of over 55% in size
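qHTS, compounds titrated on V1b-expressing HEK293 cells. Preincubation 30 min at 37C, vasopressin 25 nM for 5 min, lysis 10 min, bead incubation 5 hr at room temperature.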
Hsp90 Hop PPI = changes Hsp90-Hop TPR2A binding signal, up or down; AlphaScreen TPR2A-His6 binding biotin-Hsp90 C-terminal peptide; Potency, µM (top dose mostly 57 µM), inactives show at the highest dose activity change, negative = inhibition; actives 0.44% (n = 71,000); AID 595; active means well fitted curve in either direction with a large enough effect; inconclusive means small, poorly fitted or top-dose-only effect, or another doubt; further: potency means the concentration at half of the fitted maximal effect; on the % scale 0 is the no-effect control and ±100 the full control effect; many of its hits are not listed in these tables
UbGFP stabilizer = inhibits proteasome, raising ubiquitin-GFP reporter fluorescence; 67,000 tested, under 10 active; Potency, µM (doses to about 45.9 µM), inactives show at the top dose activation (GFP accumulation), hits mostly activators; Ubiquitin-GFP reporter cells, proteasome inhibition, GFP fluorescence; response scale: untreated = 0%, 10 µM MG-132 = 100%; active means well fitted activation curve with a large enough effect, not every such curve was filed as active; inconclusive means small, poorly fitted or top-dose-only effect, or another doubt; inactive means no such curve, though single readings can be large or run the other way; further: potency means the concentration at half of the fitted maximal effect
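U2OS cells stably expressing ubiquitin(G76V)-GFP, seeded overnight in 0.5% FBS medium, were exposed to compounds (qHTS, 46 uM to 2.9 nM) for 4 hr at 37 °C. GFP-positive cells were counted by laser cytometry (488 ex/515 em), normalized between basal and 10 uM MG-132.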
15-hLO inh = inhibitors of human 15-lipoxygenase (ALOX15). actives 1.4% (n = 74,000). Potency, µM (highest dose often 57.1 µM), without a hit: top-dose activity change, negative = inhibition, hits mostly inhibitors. purified 15hLO-1, xylenol orange hydroperoxide absorbance. P16050; further: potency means the concentration at half of the fitted maximal effect; on the % scale 0 is the no-effect control and ±100 the full control effect; nearly all actives have a fitted effect of over 55% in size
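Readout: Fe(III)-xylenol orange absorbance, 573-to-405 nm ratio as reaction progress. Enzyme 40 nM purified human 15hLO-1, substrate 50 uM arachidonic acid, 6 min RT after 15 min compound preincubation; Hepes pH 7.5 buffer with Triton X-100.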
FLuc inh = firefly luciferase inhibition; P08659; purified firefly luciferase, luminescence, 8 min; Potency, µM (titrated, usually from 57.1 µM), for inactives: top-dose activity change, negative = inhibition, most hits filed as inhibitors; actives 2.2% (n = 72,000); AID 411; further: potency means the concentration at half of the fitted maximal effect; on the % scale 0 is the no-effect control and ±100 the full control effect; nearly all actives have a fitted effect of over 40% in size
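Here, luciferase activity is measured as luminescence following an 8 min room-temperature reaction at 10 uM ATP, pH 7.2. Every library sample is titrated.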
Epigenetic mod = epigenetic modulators derepressing GFP locus in mouse cells; AID 597; actives 0.09% (n = 68,000); Potency, µM (titrated, usually from 46.1 µM), for inactives: at the highest dose GFP derepression (activation); mouse C127i GFP locus derepression, cytometry, 30 h; further: % of control where 0% means no effect
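Read-out is the number of GFP-positive cells, scored as fluorescent objects 20 to 120 um wide, reflecting derepression of a silenced CMV-GFP reporter in murine C127i cells after 30 h compound exposure at 37 C.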
HBB splice mod = modulators of hemoglobin beta chain splicing; Potency, µM (series often up to 46.1 µM), for the others: at the top dose activation, hits mostly activators; AID 925; actives 0.06% (n = 65,000); HBB splicing reporter cell assay, activation; EGFP reporter with mutant IVS2-654 intron; response scale: normalised to 500 nM splice-correcting PNA; further: potency means the concentration at half of the fitted maximal effect; 0% is about no effect
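Compounds were applied for 2 days to HeLa EGFP-654 cells, 500/well in Optimem with 2% FCS. The reporter's EGFP is disrupted by mis-splicing of beta-globin intron IVS2-654. Readout: summed well GFP fluorescence from 488 nm laser scanning; reference was 500 nM antisense […] 654 PNA.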
Tau filament bind = binds recombinant human tau filaments; Potency, µM (series often up to 57.1 µM), for the others: top-dose activity change, negative = inhibition; recombinant tau filaments, thioflavin S fluorescence, 15 h; filaments grown with octadecylsulfate alongside compound; P10636; actives 2% (n = 71,000);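 further: potency means the concentration at half of the fitted maximal effect; on the % scale 0 is the no-effect control and ±100 the full control effect; actives lower thioflavin S fluorescence by blocking filaments or displacing dye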
Target sequence (P10636 whole entry, looked up): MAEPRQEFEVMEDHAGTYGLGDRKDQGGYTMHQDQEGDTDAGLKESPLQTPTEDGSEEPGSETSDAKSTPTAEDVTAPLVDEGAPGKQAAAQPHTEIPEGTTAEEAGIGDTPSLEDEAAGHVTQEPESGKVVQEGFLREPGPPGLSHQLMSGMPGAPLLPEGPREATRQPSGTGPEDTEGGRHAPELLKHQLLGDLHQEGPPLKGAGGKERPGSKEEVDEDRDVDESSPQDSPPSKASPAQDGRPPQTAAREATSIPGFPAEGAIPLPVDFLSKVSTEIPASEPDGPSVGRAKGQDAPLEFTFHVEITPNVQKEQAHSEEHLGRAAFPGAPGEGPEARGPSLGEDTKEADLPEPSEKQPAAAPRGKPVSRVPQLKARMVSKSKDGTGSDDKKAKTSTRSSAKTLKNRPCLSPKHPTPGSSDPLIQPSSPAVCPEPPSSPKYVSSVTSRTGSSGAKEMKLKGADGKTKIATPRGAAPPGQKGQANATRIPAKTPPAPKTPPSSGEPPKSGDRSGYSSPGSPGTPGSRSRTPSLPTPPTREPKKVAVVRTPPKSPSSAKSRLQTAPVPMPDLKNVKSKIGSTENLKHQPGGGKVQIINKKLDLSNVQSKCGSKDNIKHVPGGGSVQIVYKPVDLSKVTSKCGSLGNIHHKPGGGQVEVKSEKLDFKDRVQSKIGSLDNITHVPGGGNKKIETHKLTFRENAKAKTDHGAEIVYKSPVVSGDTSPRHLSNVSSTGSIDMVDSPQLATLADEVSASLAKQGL
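Tau 2 uM in ThS buffer dispensed; compound added; 60 uM ODS added (finals 1 uM tau, 30 uM ODS); 15 h 37 C; fluor ex450/em510.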
An asterisk follows results filed as active; i = inactive; ? = inconclusive; / = no result given; [ ] = another dose, or the depositor's remark. Unless noted, the call rests on the fitted dose curve; in most records, active means well fitted curve in the direction sought with a large enough effect; inconclusive means small, poorly fitted or top-dose-only effect, or another doubt; inactive means no such curve, though single readings can be large; an effect the other way counts as inactive or inconclusive. A portion of the library; rates above refer to the full screens.

canonical_smiles,HADH2 inhib,Pol III holo inh,CRE Fsk mod,ERK AVP inh,Hsp90 Hop PPI,UbGFP stabilizer,15-hLO inh,FLuc inh,Epigenetic mod,HBB splice mod,Tau filament bind
CCn1c(CCNC(=O)c2cccs2)nnc1SCC(=O)NC1CCCCC1,5%,-2%,-5%,-8%,-1%,2%,1%,-1%,2%,-0.4%,10%
Cc1cc(C)n2nc[n+](C)c2n1,4%,3%,-3%,1%,-5%,8%,-7%,-5%,0%,-1.7%,-5%
CC(C)=O,-2%,-4%,-12%,5%,-2%,/,-6%,/,/,0.4%,0%
CCCC(=O)Nc1cc2c(cc1C(=O)c1ccccc1)OCCO2,-11%,-2%,-1%,12%,-6%,-3%,2%,1%,-1%,-0.2%[57.5 µM],-16%
CCSc1nc2ccccc2n1Cc1nc(N)nc(N(C)C)n1,4%,2%,?,?,-3%,0%,-5%,2%,0%,0.1%,-11%
COc1ccc(-c2nc(C(=O)N3CCN(C)CC3)sc2-c2ccc(OC)cc2)cc1,19%,-4%,-7%,2%,6%,9%,-4%[25.6 µM],-2%,6%,/,?
COc1ccc(OC)c2[nH]c(=O)c(CCNS(=O)(=O)c3ccc(Cl)cc3)cc12,4%,9%,?,6%,-8%,-3%,-12%,-2%,4%,1.1%,15%
O=C(CSc1nnc(Cc2ccccc2)o1)NC1CCCCC1,6%,2%,1%,12%,-2%,0%,5%,0%,0%,-0.1%,-2%
COC(=O)c1cnn2c3c(c(C)nc12)CCCC3,?,2%,?,-3%,-2%,3%,8%,?,0%,2.3%,6%
O=C1c2cccc(O)c2C(=O)c2c(O)cccc21,-8%,-15%,?,?,-23%,/,?,/,/,-0.9%,56%
COCC(=O)N(Cc1cc2ccc(C)cc2[nH]c1=O)c1ccc(OC)cc1,-12%,-2%,-2%,-1%,-1%,/,3%,1%,0%,1.7%[0.369 µM],-6%
CCCc1cc(=O)[nH]c(SCC(=O)N(C)C2CCS(=O)(=O)C2)n1 (centres undefined),2%,-2%,-3%,19%,0%,-2%,13%,0%,-1%,0.2%[57.5 µM],7%
CNc1nnc(-c2ccncc2)s1,-171%,?,-13%,-11%,-1%,-2%,?,-1%,2%,-0.2%[57.5 µM],-4%
CC(NC(=O)c1cccc(F)c1)C(c1cccs1)N1CCN(C)CC1 (centres undefined),2%,-6%,14%,-15%,0%,/,1%,-1%,-5%,4.9%[0.369 µM],1%
COc1ccccc1CN1CC[C@@]2(CCCN(C(=O)c3cccc(F)c3)C2)C1,6%,-6%,-8%,-5%,0%,-12%,1%,-1%[11.4 µM],2%[9.22 µM],2.0%,8%
Cn1c(C(=O)NCCCN2CCN(c3ccccc3F)CC2)cc2c(=O)[nH]c3ccccc3c21,-9%,-3%,9%,15%,-1%,9%,-1%,3%,4%,-1.6%,47%
CCN(CC)S(=O)(=O)c1cccc(-c2nnc(SCC(=O)NC)n2CCc2ccccc2)c1,-5%,-1%,-11%,-11%,-3%,3%,7%,-38%,0%,-1.6%,-7%
O=C(CN1C(=O)NC(Cc2ccccc2)C1=O)Nc1ccccc1 (centres undefined),5%,1%,?,12%,2%,0%,-7%,0%,-2%,4.2%[1.84 µM],-4%
CCCCC(=O)Nc1ccc(N2CCN(S(C)(=O)=O)CC2)cc1,7%,-2%,-4%,-1%,-7%,-3%,4%,-2%,0%,-0.1%,-7%
COc1cc(OC)cc(C(=O)Nc2ccc(-n3cnnn3)c(C)c2)c1,7%,-2%,-4%,-2%,-4%,-4%,-17%,-22%,0%,-1.2%,12%
CCN(CC(=O)Nc1ccccc1C(=O)OC)S(=O)(=O)c1ccc(OC)cc1,2%,-2%,-5%,4%,1%,6%,-3%,3%,-2%,-1.9%,-2%
O=C(NCCSc1ccccc1)c1ccco1,-1%,-4%,-1%,-5%,0%,-3%,13%,-14%,-2%,/,-1%
CCOC(=O)C1=C(C)Nc2ccccc2N=C1NC(=O)c1cccc(S(=O)(=O)N(C)C)c1,-6%,17%,?,-21%,2%,4%,20%,0%,2%,0.4%[57.5 µM],5%
COc1ccc(N(CC(=O)NCc2ccc3c(c2)OCO3)S(=O)(=O)c2c(C)nn(C)c2C)cc1,-1%,2%,-8%,-16%,-1%,6%,2%,3%,-3%,-0.7%,-9%
Cc1ccc(C)c(N2CCN(C(=O)CC3Sc4ccccc4NC3=O)CC2)c1 (centres undefined),-3%,-4%,?,4%,-4%,1%,-27%,0%,6%,-1.3%,-20%
Cc1csc(SCC(=O)c2ccc(S(=O)(=O)N3CCOCC3)cc2)n1,-24%,0%,-2%,?,-7%,-3%,20µM*,0%,3%,0.2%[57.5 µM],-9%
CCOc1ccccc1NC(=O)CSc1nnc(CNC(=O)COc2ccc(Cl)cc2)o1,-27%,2%,-3%,-24%,-1%,2%,-1%,1%,2%,1.5%,126%
O=C1[C@H]2[C@H]3[C@H](O)[C@H](O)C/C(=N/OC[C@@H](O)COCc4ccco4)[C@H]3CC[C@@H]2C(=O)N1Cc1ccc2c(c1)OCO2,15%[11.4 µM],/,/,15%[11.5 µM],/,/,4%[11.4 µM],-4%[11.4 µM],/,-0.4%[9.22 µM],/
CCOC(=O)C(C)Sc1nc2c([nH]c3ccccc32)c(=O)n1C (centres undefined),16%,-2%,24%,-1%,-5%,0%,-1%,0%,4%,-0.9%,8%
Cc1nnc(NC(=O)CSc2ccccn2)s1,-1%,5%,-3%,2%,1%,1%,0%,-1%,0%,/,4%
Cc1cccc(-n2c(=O)[nH]c3c(C(N)=O)nc(-c4ccccc4Cl)nc32)c1,61%[activator],-9%,14%,/,-3%,-9%,13%,2%,/,-0.7%,i
CC(C)(C)NC(=O)CSc1nnc(-c2ccncc2)n1Cc1ccccc1,-6%,-6%,0%,-5%,0%,-3%,9%,2%,5%,0.5%[57.5 µM],2%
CC(C)NC(=O)N1CCC2(CC1)CCN(C(=O)c1cnccn1)CC2,4%,-7%,-1%,2%,-1%,-2%,7%,0%[11.4 µM],2%[9.22 µM],0.8%,-3%
O=C(Nc1ccc(Cl)cn1)c1cccc(F)c1,0%,-3%,-1%,18%,-1%,-3%,-10%,?,0%,-4.9%,6%
Cc1ccc(-c2nnnn2CS(=O)(=O)c2ccccc2)cc1,-4%,-2%,?,6%,2%,10%,2%,-1%,2%,-1.0%,3%
CCOC(=O)N1CCN(C(=O)c2ccc(CS(=O)(=O)c3c(Cl)cccc3Cl)o2)CC1,-14%,1%,8%,14%,-4%[2.3 µM],-14%,3%,2%,/,-0.6%,168%
COc1ccc(NC(=O)N2CCC3(CC2)CCN(C(=O)c2cccc(F)c2)CC3)cc1,8%,16%,-17%,3%,-2%,-7%,12%,2%[11.4 µM],0%[9.22 µM],3.0%,10%
CCCOc1ccccc1Nc1nnc(C)c(=O)[nH]1,0%,3%,1%,10%,-4%,-5%,10%,2%,0%,3.3%,-2%
Cc1c(C(=O)N2CCOCC2)[nH]c2ccc(OCc3ccccc3)cc12,-11%,12%,11%,-10%,-5%,-8%,-2%,-1%,2%,1.3%,-12%
COc1ccc(CCNc2oc(Cc3cccc4ccccc34)nc2C#N)cc1OC,-9%,3%,?,?,?,/,-23%,2%,-2%,1.5%[0.369 µM],74%
COc1ccccc1-c1nnc(NC(=O)c2ccc(S(=O)(=O)N(C)Cc3ccccc3)cc2)o1,-10%,-2%,-13%,16%,-5%,-2%,47%[activator],0%,2%,-0.6%,-3%
O=C(COC(=O)C1CC2C=CC1C2)Nc1ccc2c(c1)OC(F)(F)O2 (centres undefined),-13%,-1%,14%,13%,6%,-4%,5%,5%,-1%,-3.9%,86%
COc1ccc(N2CCN(C3CC(=O)N(C)C3=O)CC2)cc1 (centres undefined),3%[11.4 µM],5%[11.4 µM],-11%[7.6 µM],-14%,-5%[11 µM],-16%[9.17 µM],1%[11.4 µM],1%,0%,0.8%[0.0738 µM],-8%[11.4 µM]

Screens as filed in PubChem BioAssay.
